# Compound activity as filed in PubChem.
# PNC assembly inh = perinucleolar compartment assembly inhibition. activity change (PNC), negative = inhibition, % at 10 µM. PC3M PTB-GFP, PNC prevalence imaging, 16 h; hits give low values. 140,000 tested, 3.1% active;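 active = readout at or below -70, meaning at least 70% loss of cells showing the perinucleolar compartment, a nuclear body marking cancer cells; inconclusive = readout between -30 and a set limit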;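 also: plate controls were DMSO wells for no effect and camptothecin positive control wells for full effect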
#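 Compounds are pinned in duplicate onto adhered PC3M cells stably expressing GFP-tagged PTB and incubated 16 h at 37 C. Cells are then fixed, nuclei stained with Hoechst, and PNC-positive cells counted.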
# 15-hLO-2 inh = 15-hLO-2 (ALOX15B) enzyme inhibition; O15296; purified 15hLO-2, xylenol orange hydroperoxide absorbance; Potency, µM (top dose mostly 57.1 µM), for the others: top-dose activity change, negative = inhibition, hits mostly inhibitors; 110,000 tested, 0.56% active; AID 881; also: potency is read from the fitted curve at half-maximal effect; nearly all actives have a fitted effect of over 60% in size; many of its hits are not listed in these tables
# Target sequence (O15296 whole entry, looked up): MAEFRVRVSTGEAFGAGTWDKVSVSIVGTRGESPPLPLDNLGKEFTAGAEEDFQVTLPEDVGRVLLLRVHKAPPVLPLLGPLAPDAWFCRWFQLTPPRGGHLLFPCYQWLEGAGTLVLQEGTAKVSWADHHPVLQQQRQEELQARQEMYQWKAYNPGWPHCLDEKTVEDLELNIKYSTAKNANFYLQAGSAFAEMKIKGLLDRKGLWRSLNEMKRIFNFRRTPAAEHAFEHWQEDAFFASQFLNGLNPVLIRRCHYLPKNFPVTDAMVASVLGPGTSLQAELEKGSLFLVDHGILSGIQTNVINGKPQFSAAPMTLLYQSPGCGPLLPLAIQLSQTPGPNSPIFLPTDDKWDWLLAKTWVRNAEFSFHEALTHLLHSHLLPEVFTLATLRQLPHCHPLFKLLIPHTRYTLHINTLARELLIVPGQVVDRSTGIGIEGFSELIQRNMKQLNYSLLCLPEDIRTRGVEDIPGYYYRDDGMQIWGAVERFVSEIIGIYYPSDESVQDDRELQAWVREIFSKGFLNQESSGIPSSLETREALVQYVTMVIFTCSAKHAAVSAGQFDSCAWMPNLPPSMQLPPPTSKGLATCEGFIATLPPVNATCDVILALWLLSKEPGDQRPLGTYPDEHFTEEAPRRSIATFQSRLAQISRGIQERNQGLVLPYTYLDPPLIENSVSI
#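 Enzyme 50 nM, AA 45 uM, 25 mM Hepes pH 7.5 + 0.01% Triton X-100; cpd preinc 15 min RT, rxn 90 min RT; stop/detect with 200 uM XO + 300 uM Fe(II) in 50 mM H2SO4, 30 min; A573/A405.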
# ALOX12 inhib = blocks human 12-lipoxygenase activity; P18054; Potency, µM (highest dose often 57.1 µM), without a hit: at the highest dose activity change, negative = inhibition, most hits filed as inhibitors; 150,000 tested, 0.12% active; purified 12-hLO, xylenol orange hydroperoxide absorbance; also: potency is read from the fitted curve at half-maximal effect; nearly all actives have a fitted effect of over 55% in size; many of its hits are not listed in these tables
#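 Xylenol orange chromogenic assay: hydroperoxide from 12hLO oxidises Fe(II), giving red-shifted Fe(III)-XO absorbance. Conditions: 150 nM enzyme, 40 uM arachidonic acid, 25 mM Hepes pH 7.0, 0.01% Triton X-100, 30 min, room temperature.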
# IMPase inh = membrane-permeable compound that blocks inositol monophosphatase | P97697 | CHO-M1 cells, IP1 accumulation, HTRF TR-FRET ratio | inhibition (IP1 accumulation), % at 46.1 µM | 120,000 tested, under 10 active | AID 901; active = well fitted curve in the direction sought with a large enough effect in the signal ratio, not every such curve was filed as active; inconclusive = small, poorly fitted or top-dose-only effect, or a change in a side signal; inactive = no such curve, though single readings can be large or run the other way; the % refers to the signal ratio;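 also: cells stimulated with carbachol in lithium chloride buffer; plate controls were DMSO basal wells for no effect and reference inhibitor wells for full effect; higher means more IMPase inhibition seen as more IP1 and lower FRET ratio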
# Target sequence (P97697 whole entry, looked up): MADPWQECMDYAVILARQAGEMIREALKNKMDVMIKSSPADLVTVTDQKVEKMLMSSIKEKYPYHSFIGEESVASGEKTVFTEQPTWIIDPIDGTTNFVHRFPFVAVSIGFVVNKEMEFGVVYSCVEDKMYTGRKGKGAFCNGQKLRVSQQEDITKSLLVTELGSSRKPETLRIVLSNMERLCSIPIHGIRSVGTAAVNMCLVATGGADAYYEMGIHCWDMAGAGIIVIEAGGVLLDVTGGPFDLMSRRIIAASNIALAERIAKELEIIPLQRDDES
#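 CHO-M1, 2000 cells/well, cultured 16–30 h; cpd up to 46 uM; carbachol (50 uM solution, stimulation buffer w/ 50 mM LiCl, pH 7.4), 30 min 37C; IP-One TR-FRET, 10 min RT; Ex 320/Em 665, 620; Hill-fit AC50.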
# An asterisk follows results filed as active; ? = inconclusive; . = no result given; [ ] = another dose, or the depositor's remark. Unless noted, calls follow the shape of the dose curve; as a rule, active = well fitted curve in the direction sought with a large enough effect; inconclusive = small, poorly fitted or top-dose-only effect, or another doubt; inactive = no such curve, though single readings can be large; an effect the other way counts as inactive or inconclusive. Unless noted, % is scaled to controls: 0 for no effect and ±100 for the full control effect.
entry	smiles	PNC assembly inh	15-hLO-2 inh	ALOX12 inhib	IMPase inh
1	COc1ccc(C2C(Oc3ccccc3C)C(=O)N2Cc2ccc(F)cc2)cc1OC (centres undefined)	35	8%	4%	15
2	CC(C)CCNC(=O)CC1Nc2c3ccccc3nc(=S)n2C1=O (centres undefined)	?	-4%	7%	?
3	Cc1c(C(=O)OCC(=O)NCc2ccc3c(c2)OCO3)cccc1[N+](=O)[O-]	-11	.	-4%	.
4	CCn1c(=N)n(CCO)c2ccccc21	11	4%	0%	-3
5	CCCC/C=C/C(NC(=O)Oc1cccc(C(F)(F)F)c1)c1ccccc1 (centres undefined)	.	13%	-3%	.
6	CSc1cccc(NC(=O)c2cnccn2)c1	2	4%	1%	7
7	CCCC(=O)N(c1ccc2oc(=O)sc2c1)S(=O)(=O)c1ccccc1	28	3%[2.29 µM]	?	5
8	O=C(CSc1nc(-c2ccccc2Cl)ns1)Nc1ccc2c(c1)OCO2	10	.	-3%	3
9	CCOc1ccccc1Nc1ncccc1C(=O)O	-8	13%	6%	6
10	CC(O)c1ccc2c(c1)OCCOCCN(C)CCOCCO2 (centres undefined)	-9	6%	-1%	4
11	CC1CCN(S(=O)(=O)c2ccc3c(c2)N(CC(=O)NCc2cccnc2)C(=O)CS3)CC1	-20	.	-5%	.
12	O=C(NC(=S)N(CCCCO)C1CCCCC1)c1sc2ccccc2c1Cl	83	-10%	-10%	-15
13	COc1ccc2nc3sc(C(=O)N4CCN(C)CC4)cc3cc2c1	31	11%	-5%	-4
14	CCOC(=O)n1n[n+]([O-])c2ccccc21	?	.	2%	.
15	CN(c1ccccc1)S(=O)(=O)c1ccc(C(=O)OCC(=O)N2CCOCC2)cc1	-12	9%[2.29 µM]	0%	-5

# Carrying on:
entry	smiles	PNC assembly inh	15-hLO-2 inh	ALOX12 inhib	IMPase inh
16	O=C(NCc1ccc2c(c1)OCO2)c1ccc(CS(=O)(=O)c2ccc(Br)cc2)o1	-87*	1%	-12%	9
17	O=C(N/N=C/c1ccccc1O)C1(O)c2ccccc2-c2ccccc21	75	.	5%	13
18	O=C1N(Cc2ccc3c(c2)OCO3)c2ccccc2C1(O)c1c[nH]c2ccccc12 (centres undefined)	25	-11%	-15%	-6
19	O=C(COC(=O)CCCOc1ccc(Cl)cc1Cl)NCc1ccc(F)cc1	?	.	-3%	13
20	O=C(CSc1nnc(-c2ccc3c(c2)OCO3)o1)Nc1ncc(Cl)cc1Cl	?	.	-6%	.
21	O=c1cc(-c2ccc(O)cc2)oc2cccc(O)c12	.	-12%	-29%	3
22	CCCS(=O)(=O)N1CCCC(C(=O)NC(C)c2ccc3c(c2)OCCO3)C1 (centres undefined)	39	2%[2.29 µM]	-1%	2
23	Cc1ccc(NC(=O)c2sc3ccccc3c2Cl)nc1	49	6%	1%	?
24	CC(NC(=O)c1cccs1)C(c1cccs1)N1CCOCC1 (centres undefined)	-5	.	4%	0
25	O=C(Nc1ccccc1-c1nnc(SCc2ccc(Cl)cc2Cl)o1)c1ccccc1	?	.	5%	.
26	CCn1c(C)c(C(C)=O)c(N2CCN(c3ccccc3)CC2)nc1=S	?	-17%	-17%	16
27	O=C(O)CCCCCN1C(=O)CSC1=S	36	3%	-13%	1
28	COc1ccc(/C(C)=N/Nc2cc(C(F)(F)F)ccc2Cl)c(OC)c1	-13	.	-5%	9
29	Cc1cc(C(=O)N/N=C/c2sccc2C)no1	?	.	2%	.
30	CCCNS(=O)(=O)c1ccc(CCC(=O)N2CCOCC2)cc1	7	4%	-7%	11

# (listing goes on)
entry	smiles	PNC assembly inh	15-hLO-2 inh	ALOX12 inhib	IMPase inh
31	Cc1cccc(NC(=S)N/C(=N/S(=O)(=O)c2ccccc2)c2ccccc2)c1	-24	?	?	-7
32	CN1C(=O)/C(=C/c2ccccc2OCc2ccc(F)cc2)N(C)C1=S	-20	.	-5%	2
33	CC1/C(=N/O)CC(c2ccccc2)N(C)C1c1ccccc1 (centres undefined)	18	.	-3%	16[0.0738 µM]
34	CCOC(=O)N1CCC(N(CCCOC)C(=O)Nc2ccc(CC)cc2)CC1	-5	2%	2%	-2
35	Cc1c(CN2CCCCC2C)c(=O)n(-c2ccccc2)n1C (centres undefined)	-7	-2%	5%	13
36	Cc1ccc(CNC(=O)c2oc3ccc(S(=O)(=O)N4CCC5(CC4)OCCO5)cc3c2C)cc1	-6	3%	2%	0
37	Cc1ccc(/C=N/NC(=O)c2cc(C3CC3)nc3ccccc23)o1	-108*	.	-3%	.
38	Cc1ccc(C(=O)Nc2nccs2)cc1S(=O)(=O)N1CCCCC1	-17	27%	-5%	6
39	CC(C)(C)c1ccc(/C=C/C(=O)Nc2nncs2)cc1	-20	.	-3%	.
40	O=C(NCCCCc1ccccc1)C1CC(c2cccc([N+](=O)[O-])c2)=NO1 (centres undefined)	-12	-3%	-1%	3
41	O=C(Nc1cccc(C(F)(F)F)c1)c1n[nH]c(Cn2cncn2)n1	7	-1%	7%	0
42	Cc1cc(C)nc(N(C#N)Cc2ccc(Br)cc2)n1	-13	-4%	-7%	1
43	O=C(Nc1cc(C(F)(F)F)ccc1Cl)c1cc2nc3c(c(C(F)(F)F)n2n1)CCCC3	37	-9%	-20%	-4
44	Cc1cc(=O)[nH]c(SCC2COC3(CCCCC3)O2)n1 (centres undefined)	?	-4%	-2%	-4
45	O=C(Nc1ccccc1)OC(CN1CCCCC1)C(F)(F)F (centres undefined)	41	1%	2%	6

# Other structures
entry	smiles	PNC assembly inh	15-hLO-2 inh	ALOX12 inhib	IMPase inh
46	CN(C)/C=C(/C(=O)c1ccc(Cl)cc1Cl)S(=O)(=O)c1ccccc1	-30	2%	-7%	1
47	O=C(NCc1ccccc1)C1CC2CCCC(C1)C2=O (centres undefined)	?	1%	4%	11
48	CCCC(CCC(=O)NC1CCCCC1)C(=O)O (centres undefined)	7	2%	-1%	18
49	O=C(CCc1nc(-c2ccccc2)c(-c2ccccc2)o1)OCc1ccc(Br)cc1	-24	9%	-5%	-2
50	O=C1CSC(c2nn(-c3ccccc3)cc2-c2cc3ccccc3oc2=O)N1Cc1ccco1 (centres undefined)	134	1%	-2%	7
51	COc1c(Cl)cc(Cl)cc1/C=C/C(=O)c1ccc(NC(=O)c2cccs2)cc1	12	.	1%	.
52	CN(CCCC(=O)NCc1ccco1)S(=O)(=O)c1ccccc1	-15	-3%	-2%	-2
53	COC1C(O)C(CO)OC1n1cnc2c(=O)[nH]c(N)nc21 (centres undefined)	.	-1%	-2%	.
54	CCOc1cc(C(=S)N2CCCCC2)ccc1OCC(=O)NCc1ccccc1	3	-16%	-5%	-2
55	COc1ccc(C)cc1N(C(=O)c1ccc(F)cc1)c1nc2ccccc2s1	?	.	-3%	1
56	CCN(CC)C(=O)CSc1nnc(-c2ccccc2)n1N	?	3%	1%	2
57	CCc1ccc(CNC(=O)C2CC(=O)N(CCc3ccc(C)cc3)C2)cc1 (centres undefined)	35	6%	-3%	-4
58	Cc1ccc2nc(Cl)c(C3CC(c4cccs4)=NN3S(C)(=O)=O)cc2c1 (centres undefined)	24	.	1%	.
59	CCOC(=O)Nc1ccc(S(=O)(=O)Nn2cnnc2)cc1	0	3%	-1%	-4
60	COC(=O)C1C(=O)NCC1c1ccccc1 (centres undefined)	26	0%	0%	?

# The results go on:
entry	smiles	PNC assembly inh	15-hLO-2 inh	ALOX12 inhib	IMPase inh
61	CC1CN(C(=S)SCC(=O)c2ccc(Cl)cc2)CC(C)O1 (centres undefined)	?	.	-4%	.
62	COc1cc(S(=O)(=O)N(C)C)ccc1Br	?	3%	-7%	2
63	O=C(NC(=O)N1CCN(c2ccc(F)cc2)CC1)c1ccccc1	?	2%	-6%	5
64	CCOc1ccc(C(c2c(C)[nH][nH]c2=O)c2c(C)[nH][nH]c2=O)cc1OC	-3	4%	-13%	-4
65	O=C1C2CCCN2C(c2ccc(Cl)cc2)N1c1nccs1 (centres undefined)	355	.	-4%	-7
66	CCOC(=O)c1c(NC(=O)CN2CCCCC2)sc2c1CCN(C(=O)OCC)C2	32	14%	-6%	-11
67	Cc1cc(=O)n2ccsc2n1	7	.	-2%	4
68	COC(=O)C(CN)c1c[nH]c2ccc(OC)cc12 (centres undefined)	.	-3%[0.0915 µM]	-1%[0.00818 µM]	.
69	CCOC(=O)c1sc2nc(CC(C)C)c3c(c2c1N)CCC3	4	.	0%	.
70	Cc1ccc(S(=O)(=O)O/N=C2/CCCc3occc32)cc1	8	12%	-1%	-4
71	Nn1c(Nc2ccccc2)nc2sc3c(c2c1=O)CCC3	7	4%	-10%	-5
72	CCn1ncc(Br)c1C(=O)Nc1cc(C(=O)OC)ccc1C(=O)OC	-26	-3%	-2%	?
73	Cn1cc(C=C2C(=O)Nc3cccnc32)c2ccccc21	.	9%[0.0915 µM]	-1%[0.00818 µM]	.
74	CSc1ccccc1NC(=O)c1cnccn1	?	-12%	-4%	6
75	Cc1ccc(C(=O)NCCSc2c(C)[nH]c3ccccc23)cc1[N+](=O)[O-]	10	.	-10%	.

# Following part:
entry	smiles	PNC assembly inh	15-hLO-2 inh	ALOX12 inhib	IMPase inh
76	O=C(CSc1nnc(-c2ccncc2)n1Cc1ccco1)Nc1nccs1	-100*	.	-1%	?
77	CN1CCN(c2ccc(S(=O)(=O)N3CCCCC3)cc2NC(=O)Cc2ccc(Cl)cc2)CC1	-24	.	-4%	3
78	Cc1ccc(C(=O)c2sc3nsc(C)c3c2N)cc1	?	5%	?	16
79	Cc1cccnc1Nc1nc(-c2ccc(O)cc2O)cs1	-9	1%	-15%	-13
80	O=C(O)/C=C/c1cnc[nH]1	63	.	-3%	.
81	COc1ccc(OC)c(-n2c(SCC(N)=O)nnc2-c2c[nH]c3ccccc23)c1	23	5%	-8%	1
82	Cn1nnnc1SCC1=C(C(=O)O)N2C(=O)C(NC(=O)C(OC=O)c3ccccc3)C2SC1 (centres undefined)	.	40%[activator]	-2%	.
83	CSc1nc(O)c(/C=C2\C=Nc3ccccc32)[nH]1	-4	.	-30%	.
84	CN(C)CCSc1nnc(-c2ccccc2)o1	-27	5%	-4%	9
85	Brc1ccc(/C=N/Nc2ncnc3c2cnn3Cc2ccccc2)cc1	-15	4%	10%	5
86	O=[N+]([O-])c1ccc2nc(-[n+]3c(-c4ccccc4)cc(-c4ccccc4)cc3-c3ccccc3)[nH]c2c1	?	.	-1%	.
87	CCNc1ccc(Br)cc(C(=O)/C=C/c2c(Cl)cccc2Cl)c1=O	80	.	?	2
88	COC(=O)CNc1nc(-c2ccccc2F)nc2ccccc12	-23	4%	-2%	-2
89	O=C(O)C1CCCCC1C(=O)NCCCN1CCOCC1 (centres undefined)	1	-12%	-2%	0
90	O=S(=O)(c1ccc2c(c1)OCCO2)N1CCN(Cc2ccc3c(c2)OCO3)CC1	?	10%[2.29 µM]	-4%	-15

# (cont.)
entry	smiles	PNC assembly inh	15-hLO-2 inh	ALOX12 inhib	IMPase inh
91	CCCCCCCCc1nc(=S)[nH][nH]1	-6	.	-23%	4
92	Cn1c(NC(=O)c2ccco2)c(-c2ccccc2)c(=O)c2ccccc21	-6	3%	-2%	0
93	CCO/N=C(\C)c1c(O)c(CC)c(-c2ccccc2)n(-c2ccccc2)c1=O	-6	.	-5%	6
94	COC(=O)c1ccc(NC(=S)NC(=O)c2c(Cl)cnn2C)cc1	61	.	2%	.
95	CCOC(=O)c1c(-c2ccccc2)csc1NC(=O)c1nn(CC)cc1Br	?	-18%	-5%	9
96	COc1ccc(CC(=O)Nc2ccc(-c3noc(-c4ccccc4OC)n3)cc2)cc1	?	-7%	-1%	10
97	CC(=O)Nc1ccc(S(=O)(=O)NNC(=O)c2cccc3ccccc23)cc1	-17	-1%	-2%	-4
98	Cc1cc(C)cc(N2C(=O)CC(N3CCOCC3)C2=O)c1 (centres undefined)	?	-1%	1%	-9

# A portion of the library; rates above refer to the full screens.
